Screens from PubChem.
AGP1-GFP MLPCN: alters AGP1-GFP fluorescence in TOR pathway yeast screen; S. cerevisiae AGP1-GFP multiplex flow cytometry, 3 h; GFP as percent of DMSO wells; GFP response vs DMSO, % at 10 µM; 320,000 tested, 0.02% active;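 active means GFP response relative to DMSO above a set limit, near screen average plus 3 SD, cut at about 150% in these data; inconclusive means fewer than 70 cells counted for the yeast strain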;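 further: median GFP channel fluorescence of the gated AGP1 strain per well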
VLA-4 inh: inhibition in a human VLA-4 binding assay. inhibition, % (about 7 µM as worked out from the volumes in the protocol). VLA-4 expressing cells, ligand binding flow cytometry. 330,000 tested, 0.2% active. AID 2557. P13612; in the data active means inhibition above about 50%
CIT2-GFP yeast: yeast TOR pathway CIT2-GFP modulation. GFP response vs DMSO, % at 10 µM. AID 2029. S. cerevisiae CIT2-GFP strain, flow cytometry, 3 h; 100 means same as DMSO wells. 320,000 tested, 0.065% active;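 active means GFP response relative to DMSO above a set limit, near the screen mean plus 3 SD, cut at about 150% in these data; inconclusive means Fewer than 70 cells measured for a yeast strain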;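 further: ratio of well median GFP fluorescence to mean of DMSO wells on the plate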
MEP2 TOR yeast: alters MEP2-GFP fluorescence in TOR pathway yeast screen | GFP response vs DMSO, % at 10 µM | AID 2016 | 330,000 tested, 0.51% active | S. cerevisiae MEP2-GFP strain, flow cytometry GFP, 3 h; 100% = DMSO control level;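 active means GFP response versus DMSO above a set limit, roughly screen mean plus 3 SD, cut at about 180% in these data; inconclusive means fewer than 70 cells counted for a yeast strain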;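 further: median GFP fluorescence of the barcode-gated MEP2-GFP cells per well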
RPL19A-GFP yeast: alters RPL19A-GFP fluorescence in TOR pathway yeast screen; percent response vs DMSO, % at 10 µM; 330,000 tested, 0.3% active; S. cerevisiae RPL19A-GFP strain, flow cytometry, 3 h; stronger effect = lower value;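 active means percent response vs DMSO below 50%; inconclusive means fewer than 70 events counted for the yeast strain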;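 further: median channel GFP fluorescence of the barcoded RPL19A-GFP strain; ratio of sample median GFP to plate DMSO average so 100% = DMSO; lower means less RPL19A-GFP as with rapamycin TOR inhibition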
JMJD2C inh: human JMJD2C demethylase inhibition. GST-JMJD2C(1-420) H3K9me3 demethylation, DELFIA europium. inhibition, % at 2.35 µM. 330,000 tested, 0.069% active. AID 2099;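 active means more than half of a compound's replicate wells show inhibition beyond 50%, single wells judged on their own value; inconclusive means some, but no more than half, of replicates pass 50% inhibition; inactive means no replicate passes 50% inhibition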;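 further: signal counts dimethyl H3K9 product captured on neutravidin plate; 0% = median of DMSO wells and 100% = 0.3 times that DMSO median; strong numbers were not always called active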
Target sequence (Q9H3R0 1-420 limits assumed): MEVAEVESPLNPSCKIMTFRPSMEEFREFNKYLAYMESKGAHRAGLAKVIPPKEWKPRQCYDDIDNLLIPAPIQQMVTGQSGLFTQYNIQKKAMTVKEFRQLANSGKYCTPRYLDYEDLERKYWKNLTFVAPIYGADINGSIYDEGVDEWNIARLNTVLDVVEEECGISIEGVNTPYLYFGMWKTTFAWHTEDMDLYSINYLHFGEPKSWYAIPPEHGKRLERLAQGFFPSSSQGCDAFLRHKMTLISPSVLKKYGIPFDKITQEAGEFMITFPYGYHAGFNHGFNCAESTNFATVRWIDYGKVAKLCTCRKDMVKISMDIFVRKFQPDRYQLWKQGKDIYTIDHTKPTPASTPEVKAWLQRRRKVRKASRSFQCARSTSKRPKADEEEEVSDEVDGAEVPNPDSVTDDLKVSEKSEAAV
LAP4 TOR yeast: yeast TOR pathway LAP4-GFP modulation | S. cerevisiae LAP4-GFP multiplex, flow cytometry GFP, 3 h; median GFP as percent of DMSO wells | GFP response vs DMSO, % at 10 µM | 320,000 tested, 0.34% active | AID 2023;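 active means GFP response vs DMSO above a set limit, about the screen mean plus 3 SD, cut at about 150% in these data; inconclusive means under 70 cell events counted for the yeast strain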
GRK2 aptamer HTS: blocks RNA aptamer binding to human GRK2; 330,000 tested, 0.59% active; inhibition of aptamer binding, % at 10 µM; AID 488847; bead flow cytometry, FAM-aptamer displacement from GRK2;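 active means inhibition of aptamer binding above 40%, roughly 3 SD of noise, on plates passing a quality check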;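 further: median bead fluorescence of bound FAM aptamer so fluorescent compounds give negative values; no value below 0 was filed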
Target sequence (P25098 whole entry, looked up): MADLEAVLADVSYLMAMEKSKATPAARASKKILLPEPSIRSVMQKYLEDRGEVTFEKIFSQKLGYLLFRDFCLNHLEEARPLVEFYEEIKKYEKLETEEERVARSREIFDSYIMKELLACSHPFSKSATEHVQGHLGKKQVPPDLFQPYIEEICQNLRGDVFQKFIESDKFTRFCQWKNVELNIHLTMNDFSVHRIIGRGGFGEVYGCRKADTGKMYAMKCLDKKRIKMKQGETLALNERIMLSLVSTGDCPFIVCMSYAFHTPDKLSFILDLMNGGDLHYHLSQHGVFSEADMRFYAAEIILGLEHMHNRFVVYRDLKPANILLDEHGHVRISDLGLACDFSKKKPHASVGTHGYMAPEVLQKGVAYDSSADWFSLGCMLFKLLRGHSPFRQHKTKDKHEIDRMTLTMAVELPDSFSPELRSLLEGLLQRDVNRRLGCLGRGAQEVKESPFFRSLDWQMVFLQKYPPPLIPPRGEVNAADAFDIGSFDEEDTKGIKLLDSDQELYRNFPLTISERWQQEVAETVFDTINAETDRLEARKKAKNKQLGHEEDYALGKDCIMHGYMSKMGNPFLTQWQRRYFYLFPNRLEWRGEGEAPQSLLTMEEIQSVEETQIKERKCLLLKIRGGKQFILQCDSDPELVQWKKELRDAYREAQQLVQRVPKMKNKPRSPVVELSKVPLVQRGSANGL
Numbers without * were called inactive; i = inactive; u = inconclusive; x = no result given; & = joins results of further samples; [ ] = another dose, or the depositor's remark.

SMILES | AGP1-GFP MLPCN | VLA-4 inh | CIT2-GFP yeast | MEP2 TOR yeast | RPL19A-GFP yeast | JMJD2C inh | LAP4 TOR yeast | GRK2 aptamer HTS
CCn1c(CNc2ccccc2Cl)nnc1SCC(=O)OC1CCCCC1 | 106 | 5 | 105 | 108 | 105 | -7 | 104 | 0
CCN(CC(=O)NCCCN1CCOCC1)S(=O)(=O)c1ccc(F)cc1 | 106 | 5 | 105 | 105 | 108 | 25 | 99 | 1
S=c1[nH]ncn1/N=C/c1cccs1 | 101 | -7 | 91 | 93 | 97 | -2 | 111 | 0
CC(OC(=O)CN(C)S(=O)(=O)c1ccc(Cl)cc1)C(=O)Nc1ncc(Cl)cc1Cl (stereo not drawn) | 85 | 9 | 71 | 91 | 90 | -1 | 91 | 5
COc1cccc(/C=C2/SC(=S)N(CC(=O)NNC(=O)c3ccccc3OC)C2=O)c1 | 91 | -14 | 101 | 95 | 94 | -6 | 86 | 0
Cc1cc(=O)c(C(=O)O)cn1-c1ccc(C(C)C)cc1 | 100 | -4 | 100 | 103 | 102 | 12 | 100 | 0
O=C(NC1=NCCS1)c1ccc(Cl)c(S(=O)(=O)N2CCOCC2)c1 | 97 | 2 | 98 | 104 | 101 | 2 | 100 | 3
COc1cccc(N2CCN(C(=O)C3CCCN(S(=O)(=O)c4ccc5c(c4)oc(=O)n5C)C3)CC2)c1 (stereo not drawn) | 105 | 15 | 99 | 105 | 101 | 37 | 103 | 1
CC(C)N1CC(O)=C(c2nc3ccccc3c(=O)[nH]2)C1=N | 108 | -7 | 107 | 101 | 103 | 4 | 98 | 0
COc1ccccc1CCNC(=O)C(=O)NCC1OCCCN1S(=O)(=O)c1cc(C)ccc1C (stereo not drawn) | 96 | -5 | 98 | 84 | 100 | 4 | 88 | 4
CCC(C(=O)N1CCN(c2ncccn2)CC1)c1ccccc1 (stereo not drawn) | 102 | 3 | 101 | 103 | 99 | 2 | 106 | 0
Cc1ccc(NC(=O)CN2C(=O)c3ccccc3S2(=O)=O)c(C)c1 | u | 16 | u | 276*[may fluoresce violet] | 33*[may fluoresce violet] | 15 | 68[may fluoresce violet] | 4
CC1CCCCC1NC(=O)CCCN1C(=O)c2ccccc2C1=O (stereo not drawn) | 102 | 14 | 90 | 96 | 99 | 4 | 104 | 0
COc1ccc(S(=O)(=O)Nc2cccc(/C=C/C(=O)O)c2)cc1 | 99 | 7 | 99 | 101 | 97 | -20 | 94 | 7
CCn1c(SCC(=O)Nc2nccs2)nnc1-c1ccc(S(=O)(=O)N2CCCCC2)cc1 | 100 | 5 | x | 99 | 98 | 16&6 | 90 | 1
COCC(=O)N1CCC(Oc2ccc(C(=O)NCc3cc(C)no3)cc2)CC1 | 100 | -4 | 104 | 99 | 102 | 4 | 88 | 2
O=C(CN1C(=O)NC(c2ccccc2)(c2ccccc2)C1=O)NCc1ccco1 | 99 | 4 | 90 | 103 | 95 | -2 | 96 | 2
O=C(Nc1ccccc1Cl)C1CCN(S(=O)(=O)c2cccc3nonc23)CC1 | 99 | 12 | 96 | 105 | 101 | 1 | 96 | 0
Cc1cc(N/N=C/c2ccccc2Cl)nc(NCc2ccccc2)n1 | 103 | -7 | 103 | 109 | 105 | -5 | 98 | 0
N#Cc1ccc(NC(=O)c2cc(=O)c3ccccc3o2)cc1 | 101 | -11 | 106 | 104 | 102 | -5 | 106 | 0

Exported field by field: entries from further up.
> COc1ccc(S(=O)(=O)Nc2cccc(/C=C/C(=O)O)c2)cc1
  AGP1-GFP MLPCN = 99
  VLA-4 inh = 7
  CIT2-GFP yeast = 99
  MEP2 TOR yeast = 101
  RPL19A-GFP yeast = 97
  JMJD2C inh = -20
  LAP4 TOR yeast = 94
  GRK2 aptamer HTS = 7

> CCn1c(SCC(=O)Nc2nccs2)nnc1-c1ccc(S(=O)(=O)N2CCCCC2)cc1
  AGP1-GFP MLPCN = 100
  VLA-4 inh = 5
  CIT2-GFP yeast = x
  MEP2 TOR yeast = 99
  RPL19A-GFP yeast = 98
  JMJD2C inh = 16&6
  LAP4 TOR yeast = 90
  GRK2 aptamer HTS = 1

Not a retest: entries from further up.
SMILES | AGP1-GFP MLPCN | VLA-4 inh | CIT2-GFP yeast | MEP2 TOR yeast | RPL19A-GFP yeast | JMJD2C inh | LAP4 TOR yeast | GRK2 aptamer HTS
CCn1c(CNc2ccccc2Cl)nnc1SCC(=O)OC1CCCCC1 | 106 | 5 | 105 | 108 | 105 | -7 | 104 | 0
CCN(CC(=O)NCCCN1CCOCC1)S(=O)(=O)c1ccc(F)cc1 | 106 | 5 | 105 | 105 | 108 | 25 | 99 | 1
S=c1[nH]ncn1/N=C/c1cccs1 | 101 | -7 | 91 | 93 | 97 | -2 | 111 | 0
CC(OC(=O)CN(C)S(=O)(=O)c1ccc(Cl)cc1)C(=O)Nc1ncc(Cl)cc1Cl (stereo not drawn) | 85 | 9 | 71 | 91 | 90 | -1 | 91 | 5
COc1cccc(/C=C2/SC(=S)N(CC(=O)NNC(=O)c3ccccc3OC)C2=O)c1 | 91 | -14 | 101 | 95 | 94 | -6 | 86 | 0
Cc1cc(=O)c(C(=O)O)cn1-c1ccc(C(C)C)cc1 | 100 | -4 | 100 | 103 | 102 | 12 | 100 | 0
O=C(NC1=NCCS1)c1ccc(Cl)c(S(=O)(=O)N2CCOCC2)c1 | 97 | 2 | 98 | 104 | 101 | 2 | 100 | 3
COc1cccc(N2CCN(C(=O)C3CCCN(S(=O)(=O)c4ccc5c(c4)oc(=O)n5C)C3)CC2)c1 (stereo not drawn) | 105 | 15 | 99 | 105 | 101 | 37 | 103 | 1
CC(C)N1CC(O)=C(c2nc3ccccc3c(=O)[nH]2)C1=N | 108 | -7 | 107 | 101 | 103 | 4 | 98 | 0
COc1ccccc1CCNC(=O)C(=O)NCC1OCCCN1S(=O)(=O)c1cc(C)ccc1C (stereo not drawn) | 96 | -5 | 98 | 84 | 100 | 4 | 88 | 4
CCC(C(=O)N1CCN(c2ncccn2)CC1)c1ccccc1 (stereo not drawn) | 102 | 3 | 101 | 103 | 99 | 2 | 106 | 0

Additional records follow.
SMILES | AGP1-GFP MLPCN | VLA-4 inh | CIT2-GFP yeast | MEP2 TOR yeast | RPL19A-GFP yeast | JMJD2C inh | LAP4 TOR yeast | GRK2 aptamer HTS
CN1CCN(c2cc(=O)n(C3CCCCC3)c(=O)[nH]2)CC1 | 100 | 10 | 96 | 101 | 98 | 5 | 96 | 1
COC(=O)CCc1n[nH]c(=O)[nH]c1=O | 97 | -5 | 94 | 97 | 99 | 14 | 109 | 3
COc1cccc(C(O)c2cnc(C(C)C)n2C)c1OC (stereo not drawn) | 88 | 4 | x | 93 | 94 | 0 | 90 | 3
C=CCn1c(=O)c(C(=O)Nc2ccccc2C(=O)OCC)c(O)c2ccccc21 | 45 | 19 | 99 | 118 | 81 | -16 | 90 | 0
CCOC(=O)C1=C(C)N(CCCC(=O)O)C(=O)NC1c1ccc(Br)cc1 (stereo not drawn) | 77 | 10 | 65 | 89 | 94 | 4 | 125 | 0
Cc1ccc(C)c(S(=O)(=O)Nc2ccc(O)c(C(=O)O)c2)c1 | 108 | 5 | 99 | 103 | 97 | 0 | 112 | 0
CCC(C)(C)n1nnnc1C(c1cccnc1)N1CCC(Cc2ccccc2)CC1 (stereo not drawn) | 96 | -2 | 89 | 102 | 97 | -6 | 103 | 0
CC(C)C[C@H]1CN=C(Nc2ccccc2)N1CCCC1CCCCC1 | 82 | 36 | 68 | 92 | 96 | -13 | 106 | 2
COc1ccc(S(=O)(=O)Cc2ccc(C(=O)N3CC(C)CC(C)C3)o2)cc1 (stereo not drawn) | 99 | 6 | 96 | 104 | 95 | i | 101 | 0
CCOc1cc2c(cc1OCC)CN(CC(=O)Nc1ccccc1C(=O)NC1CC1)CC2 | 99 | 15 | 104 | 102 | 101 | 4 | 102 | 0
CC(=O)N1CCOc2ccc(S(=O)(=O)NCCc3ccc(C)cc3)cc21 | 103 | 27 | 98 | 99 | 100 | 22 | 95 | 2
CNc1c(NS(=O)(=O)c2ccc(Cl)s2)c(=O)oc2ccccc12 | 98 | -1 | 94 | 103 | 102 | 4 | 88 | 0
O=C1CCCC/C1=C\Nc1ccc(O)cc1 | 102 | 8 | 92 | 97 | 96 | 28 | 96 | 0
COc1cc(CCC(=O)OCC(=O)N2CCc3ccccc32)cc(OC)c1OC | 102 | 14 | 102 | 109 | 112 | -8 | 100 | 0
CCOc1ccc(Cc2c(Cl)nc(SC)nc2N(C)C)cc1 | 104 | -5 | 104 | 98 | 102 | 2 | 98 | 2
CCOC(=O)C(=O)NC(C)c1ccccc1 (stereo not drawn) | 106 | 4 | 102 | 99 | 101 | -5 | 99 | 1
COc1ccc(/C=C(/NC(=O)c2ccccc2)C(=O)NCC2CCCO2)cc1 (stereo not drawn) | 96 | -1 | 105 | 110 | 105 | -2 | 93 | 0
O=C(NCCc1ccccc1)c1cnc2sccn2c1=O | 97 | 28 | 94 | 103 | 98 | 3 | 96 | 1
COc1ccccc1Oc1cn[nH]c1-c1ccc(O)cc1O | 100 | 5 | 98 | 97 | 99 | -69 | 88 | 0
COc1cccc(NC(=O)c2cc(Cl)nnc2Cl)c1 | 107 | 4 | 84 | 115 | 91 | 3 | 92 | 1
COc1ccc(-n2ccnc(SCC(=O)NCc3ccccc3Cl)c2=O)cc1 | 102 | 7 | 94 | 103 | 107 | 12 | 105 | 5
COCCNc1nc(-c2cc(C)c(C)cc2C)cs1 | 91 | -1 | 92 | 87 | 93 | -2 | 99 | 0
CCOc1ccc(CCNC(=O)CS(=O)Cc2nc(-c3ccc(OC)cc3)oc2C)cc1OCC (stereo not drawn) | 107 | 23 | 106 | 108 | 106 | 4 | 106 | 0
Cc1ncc(C[n+]2csc(CCOC(=O)C34CC5CC(CC(C5)C3)C4)c2C)c(N)n1 | 101 | 17 | 97 | 99 | 93 | -2 | 103 | 0
FC(F)(F)c1cc(Oc2ccccc2)ncc1-c1nnc(-c2ccccc2Cl)o1 | x | 6 | x | 88 | 100 | -11 | x | 0
Cc1ccc(NC(=O)NCCCCc2ccccc2)cc1 | 89 | 5 | 90 | 97 | 100 | 2 | 86 | 2
Cc1ccc2c(c1)N(C(C)C(=O)NCc1ccccn1)C(=O)CO2 (stereo not drawn) | 97 | 4 | 91 | 99 | 99 | -1 | 104 | 0
Cc1cc(C)cc(NC(=O)N2CCCC2C(=O)Nc2ccc(-n3cnnn3)cc2)c1 (stereo not drawn) | 97 | 12 | 104 | 99 | 92 | x | 96 | 3
Clc1ccc(SCc2cn3ccsc3n2)cc1 | 88 | -4 | 88 | 90 | 94 | 5 | 120 | 1
CCN1CCN(C(=O)c2ccc(Sc3ccccc3Cl)c([N+](=O)[O-])c2)CC1 | 91 | -1 | 112 | 106 | 104 | 11 | 80 | 3
O=C(Cn1ncc2c(=O)oc3ccccc3c21)N1CCN(c2ccccn2)CC1 | 96 | -1 | 86 | 93 | 95 | -7 | 103 | 0
Cc1ccc(NC(=O)c2cc(S(=O)(=O)Nc3ccc(C)cc3)cs2)cc1 | 105 | 9 | 88 | 98 | 98 | 3 | 95 | 0
COc1ccc(Cc2nnc(NC(=O)c3cc(OC)cc(OC)c3)s2)cc1 | 99 | 0 | 102 | 109 | 103 | -1 | 97 | 0
Cc1ccc(NC(=O)COc2cccc(/C=C3\SC(=S)N(CCC(=O)O)C3=O)c2)cc1Cl | 100 | -3 | 94 | 97 | 95 | 8 | 110 | 2
COc1ccc(OCCSc2nc(C)nc3ccccc23)cc1 | 92 | -50 | 85 | 94 | 95 | 4 | 117 | 1
CCOC(=O)C1CCCN(Cc2cc(=O)oc3cc(C)c(C)cc23)C1 (stereo not drawn) | 98 | 0 | 90 | 115 | 94 | -6 | 120 | 4
